mHTT-CaM PPI inh – disrupts binding of mutant huntingtin to calmodulin. P42858. AlphaScreen His-mHTT/GST-CaM binding, luminescence. inhibition, % at 15 µM. hit rate 3.6% among 190,000;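 also: 0% = both proteins with DMSO and 100% = one protein alone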
Target sequence (P42858 whole entry, looked up, stated change not applied): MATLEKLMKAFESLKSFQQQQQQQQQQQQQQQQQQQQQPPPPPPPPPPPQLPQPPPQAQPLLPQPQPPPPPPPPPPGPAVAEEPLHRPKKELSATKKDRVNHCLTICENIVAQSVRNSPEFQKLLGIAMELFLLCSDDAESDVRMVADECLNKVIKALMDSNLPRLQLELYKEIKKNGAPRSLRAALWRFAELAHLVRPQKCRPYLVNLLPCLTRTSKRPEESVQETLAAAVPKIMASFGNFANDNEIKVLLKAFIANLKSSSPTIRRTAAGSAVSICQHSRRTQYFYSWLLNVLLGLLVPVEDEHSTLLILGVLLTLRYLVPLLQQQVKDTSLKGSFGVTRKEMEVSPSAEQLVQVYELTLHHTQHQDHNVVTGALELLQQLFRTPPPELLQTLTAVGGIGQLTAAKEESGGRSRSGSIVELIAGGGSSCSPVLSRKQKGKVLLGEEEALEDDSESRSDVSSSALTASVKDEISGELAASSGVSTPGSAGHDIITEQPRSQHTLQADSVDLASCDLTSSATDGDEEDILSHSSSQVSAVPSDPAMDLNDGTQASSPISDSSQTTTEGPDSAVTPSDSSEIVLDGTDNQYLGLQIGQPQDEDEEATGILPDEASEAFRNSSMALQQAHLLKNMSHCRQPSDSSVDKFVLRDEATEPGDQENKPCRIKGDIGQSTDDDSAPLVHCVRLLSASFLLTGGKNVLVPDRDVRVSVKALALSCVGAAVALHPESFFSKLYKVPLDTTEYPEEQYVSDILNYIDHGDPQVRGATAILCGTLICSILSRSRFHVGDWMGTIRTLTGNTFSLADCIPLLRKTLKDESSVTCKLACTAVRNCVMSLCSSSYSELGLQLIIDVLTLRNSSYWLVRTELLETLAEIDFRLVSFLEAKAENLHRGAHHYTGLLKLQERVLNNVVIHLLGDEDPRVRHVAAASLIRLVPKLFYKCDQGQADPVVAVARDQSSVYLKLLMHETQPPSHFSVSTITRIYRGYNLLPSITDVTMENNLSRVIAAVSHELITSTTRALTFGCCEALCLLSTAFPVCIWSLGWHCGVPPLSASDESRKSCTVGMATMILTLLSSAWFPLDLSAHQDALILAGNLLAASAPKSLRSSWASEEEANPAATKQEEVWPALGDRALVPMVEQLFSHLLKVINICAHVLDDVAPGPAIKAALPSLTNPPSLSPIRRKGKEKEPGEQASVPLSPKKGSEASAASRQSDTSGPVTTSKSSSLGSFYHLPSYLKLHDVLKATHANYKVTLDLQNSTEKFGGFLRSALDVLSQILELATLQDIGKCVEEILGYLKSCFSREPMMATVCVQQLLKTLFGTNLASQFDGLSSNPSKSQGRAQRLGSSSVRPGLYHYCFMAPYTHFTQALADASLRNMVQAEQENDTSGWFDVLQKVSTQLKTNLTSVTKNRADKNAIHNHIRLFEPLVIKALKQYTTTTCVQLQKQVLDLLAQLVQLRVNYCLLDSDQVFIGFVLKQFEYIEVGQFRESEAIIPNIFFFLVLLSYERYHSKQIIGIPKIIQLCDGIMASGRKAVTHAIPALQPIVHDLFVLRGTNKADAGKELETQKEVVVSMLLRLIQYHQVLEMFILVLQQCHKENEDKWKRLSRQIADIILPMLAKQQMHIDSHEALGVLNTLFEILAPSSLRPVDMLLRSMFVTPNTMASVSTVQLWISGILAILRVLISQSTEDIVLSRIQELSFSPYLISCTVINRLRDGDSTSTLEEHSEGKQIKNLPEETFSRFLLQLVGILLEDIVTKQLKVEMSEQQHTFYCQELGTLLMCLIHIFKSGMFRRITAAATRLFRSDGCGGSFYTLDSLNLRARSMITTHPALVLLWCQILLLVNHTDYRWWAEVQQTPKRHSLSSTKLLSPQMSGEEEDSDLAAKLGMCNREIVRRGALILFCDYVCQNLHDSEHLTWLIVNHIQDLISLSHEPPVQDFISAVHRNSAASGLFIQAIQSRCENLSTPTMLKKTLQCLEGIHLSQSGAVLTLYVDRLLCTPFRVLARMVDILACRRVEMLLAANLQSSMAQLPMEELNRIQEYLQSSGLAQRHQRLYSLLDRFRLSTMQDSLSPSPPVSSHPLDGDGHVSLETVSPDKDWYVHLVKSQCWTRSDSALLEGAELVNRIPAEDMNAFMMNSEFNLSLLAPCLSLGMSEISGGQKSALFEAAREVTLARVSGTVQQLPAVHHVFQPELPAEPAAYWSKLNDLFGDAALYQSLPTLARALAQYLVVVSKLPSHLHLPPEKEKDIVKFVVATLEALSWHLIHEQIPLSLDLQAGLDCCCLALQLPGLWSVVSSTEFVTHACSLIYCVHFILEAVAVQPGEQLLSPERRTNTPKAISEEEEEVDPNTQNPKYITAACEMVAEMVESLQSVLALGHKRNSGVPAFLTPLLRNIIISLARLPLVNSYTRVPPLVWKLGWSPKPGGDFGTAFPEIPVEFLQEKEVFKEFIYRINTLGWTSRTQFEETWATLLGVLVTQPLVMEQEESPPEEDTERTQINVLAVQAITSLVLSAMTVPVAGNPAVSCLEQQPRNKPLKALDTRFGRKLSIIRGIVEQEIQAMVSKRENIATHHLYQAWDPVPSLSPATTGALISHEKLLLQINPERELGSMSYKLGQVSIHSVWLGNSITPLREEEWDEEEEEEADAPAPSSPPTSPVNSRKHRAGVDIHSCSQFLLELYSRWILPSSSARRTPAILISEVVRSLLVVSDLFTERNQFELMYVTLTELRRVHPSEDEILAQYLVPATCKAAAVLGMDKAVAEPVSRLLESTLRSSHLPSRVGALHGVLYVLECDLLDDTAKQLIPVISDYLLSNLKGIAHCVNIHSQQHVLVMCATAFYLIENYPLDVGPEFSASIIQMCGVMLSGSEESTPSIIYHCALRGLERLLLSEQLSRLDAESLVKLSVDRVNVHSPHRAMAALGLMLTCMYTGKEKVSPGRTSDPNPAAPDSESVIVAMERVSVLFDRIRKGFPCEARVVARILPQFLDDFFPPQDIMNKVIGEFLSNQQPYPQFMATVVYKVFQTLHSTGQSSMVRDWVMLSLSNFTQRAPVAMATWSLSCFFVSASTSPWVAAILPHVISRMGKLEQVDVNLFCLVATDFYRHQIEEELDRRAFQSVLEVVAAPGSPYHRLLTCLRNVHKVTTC
Pf apPOL inh – Pf-apPOL DNA polymerase inhibition. hit rate 0.25% among 210,000. AID 1794808. inhibition, % at 10 µM. Recombinant Pf-apPOL, molecular beacon fluorescence, 1.5 h
Numbers without * were called inactive; i = inactive; . = no result given; & = joins results of further samples; ! = not confirmed by another sample. Rule as the data show it: active = inhibition above about 50%; inactive = the rest. Random draw from the library, and some 3.6% of all compounds hit somewhere here.

molecule,mHTT-CaM PPI inh,Pf apPOL inh
O=C(NCCSCc1ccccc1)c1ccc(C2SCC(=O)N2Cc2ccccc2)cc1 (stereo not drawn),-1,-14
O=C1CSC(c2cccc(F)c2)N1c1ccc(F)cc1F (stereo not drawn),-1,-1
CCOc1ccc(-c2nc(C(=O)N3CCOCC3)cs2)cc1,-1,-3
Clc1cccc(CN2CCOCC2)c1Cl,-5,-7
CC(NC(=O)CSc1nnc2c3cc(Br)ccc3n(C)c2n1)c1ccccc1 (stereo not drawn),3,-1
Cn1nnnc1SCC(=O)N1CCN(c2ccccc2)CC1,-4,-1
Cc1cccc(NC(=O)CC2SC(=Nc3ccccc3)NC2=O)c1 (stereo not drawn),4,2
Cc1cc(Br)c2c(c1)C1(OCCO1)C(=O)N2,-3,-6
Cc1oc(C2CCN(C(=O)c3cccc(F)c3)CC2)nc1C(=O)N1CCCC1,21,-2
O=S(=O)(c1ccc(-c2cc(C(F)(F)F)on2)s1)N1CCN(c2ncc(C(F)(F)F)cc2Cl)CC1,.,-10
Cc1cc(NC(=O)Nc2nc(-c3ccc(C)c(Cl)c3)c(C)s2)c(C(F)(F)F)o1,.,-9
O=C(NCCc1cccs1)C1CCc2nc(N3CCCC3)ncc2C1 (stereo not drawn),9,-1
CCc1nc2oc(C(=O)c3ccc(Cl)cc3)c(N)c2c2c1COC(C)(C)C2,6,-8
Cc1ccccc1N1C(=O)C2C3C=CC(CC3)C2C1=O (stereo not drawn),-5,0
O=C(NCCn1nc(-n2cccn2)ccc1=O)c1cc(-c2ccc(F)cc2)n[nH]1,-2,-14
Cc1ccc2nc(-c3ccc(NC(=O)C(=O)c4c(O)[nH]c5ccccc45)cc3)sc2c1,-1,-7
CC(C)(Oc1ccc(Cl)cc1)C(=O)Nc1ccc2c(c1)OCO2,-3,-2
CC(=O)OCCC(O)C1=CCC2C3CC=C4CC(OC(C)=O)CCC4(C)C3CCC12C (stereo not drawn),1,.
COc1ccc(C(=O)c2ccc(Br)cc2)cc1,-6,-6
O=C(NCc1cccnc1)c1cccc(-c2nc(-c3ccc(F)cc3)no2)c1,-3,-3
CCN1c2cc(C)ccc2-n2cccc2C12CCN(C(=O)c1ccccc1OC)CC2,9,-4
CCOc1ccccc1/C=c1\sc2nc(-c3cccc(Cl)c3)nn2c1=O,-2,6
COc1ccccc1N(CC(=O)Nc1ccc(C)cc1)S(C)(=O)=O,1,-6
Cc1ccc2cc3cc(C(=O)NCc4ccc(F)cc4Cl)oc3nc2c1,-3,-2
COc1cc(C2=N/C(=C\c3ccc(C)o3)C(=O)O2)cc(OC)c1OC,14,1
O=C(CCN1C(=O)c2ccccc2C1=O)N1CCCCCC1,-6,-4
FC(F)(F)c1ccc(-c2nc(-c3ccc(Cl)cc3)cs2)nc1,.,-6
Cc1c(Br)cc(C(=O)Nc2ccccc2F)c(C)c1C,-2,-5
O=C1C(C=Nc2ccc(F)cc2)=C(O)c2ccccc21,-4,-1
COc1cccc(C(=O)CC2(O)C(=O)N(Cc3ccccc3)c3ccccc32)c1 (stereo not drawn),14,-2

Copied from the list.
COc1ccccc1N(CC(=O)Nc1ccc(C)cc1)S(C)(=O)=O in mHTT-CaM PPI inh shows 1
O=C(NCCSCc1ccccc1)c1ccc(C2SCC(=O)N2Cc2ccccc2)cc1 (stereo not drawn) in Pf apPOL inh shows -14
CCOc1ccc(-c2nc(C(=O)N3CCOCC3)cs2)cc1 in mHTT-CaM PPI inh shows -1
O=C(NCCc1cccs1)C1CCc2nc(N3CCCC3)ncc2C1 (stereo not drawn) in Pf apPOL inh shows -1
O=C(CCN1C(=O)c2ccccc2C1=O)N1CCCCCC1 in Pf apPOL inh shows -4

The listing continues:
molecule,mHTT-CaM PPI inh,Pf apPOL inh
COc1ccccc1CC1CC(=O)N(c2ccc(Cl)c(Cl)c2)C1=O (stereo not drawn),-9,-2
COc1ccc(C(=O)N2CCCC(COc3ccc(C(=O)N4CCCC4)cc3)C2)cc1 (stereo not drawn),16,7
CCC1CCCCN1c1cc(SCC(=O)N2CCOCC2)ncn1 (stereo not drawn),-4,1
CCOC(=O)[C@@H]1CSCCS(=O)(=O)N1C(=O)c1ccc(Br)cc1,0,-3
Cc1ccc(S(=O)(=O)Nc2ccc(C(=O)O)cc2)cc1C(N)=O,-3,-7
O=[N+]([O-])c1cccc(S(=O)(=O)N2CC3C4C=CC(C4)C3C2)c1 (stereo not drawn),12,-2
O=C(NCc1cccc(Cl)c1)c1cnn2c3c(cnc12)CCCC3,33,0
CC(C)c1cc(C2CCCN2C(=O)Cc2cccc(Cl)c2)no1 (stereo not drawn),-3,-6
CC1(C)CC(c2ccc(F)cc2)(C(CN)CO)CCO1 (stereo not drawn),2,-15
O=C(NC1CCCCCCC1)c1nnn2c1COC(c1ccc(F)cc1)C2 (stereo not drawn),-4,-4
COc1cc(CN2CCN(CCOCCO)CC2)cc(OC)c1OC,-4,-1
O=C(NCCCN1CCOCC1)C1CN(S(=O)(=O)c2ccccc2)CC12CCCCC2 (stereo not drawn),6,0
FC(F)(F)c1ccc(-c2nnc(C3CC3)o2)cc1,.,-3
CN(C)C(=O)c1ccc2ncnc(N3CCCC3)c2c1,-4,-2
Cn1nc(COc2ccccc2)c2c1CCN(C(=O)Nc1ccc(F)cc1F)C2,22,-2
Cc1cccc(-c2noc(C3CCN(CC(=O)Nc4ccccc4C)CC3)n2)c1,2,1
N#Cc1ccc(CN2CCCN(c3cccc(NC(=O)C4CC4)c3)C2=O)cc1,12,-1
O=C1CC(c2cccc([N+](=O)[O-])c2)Sc2nc(C34CC5CC(CC(C5)C3)C4)nn21 (stereo not drawn),3&2,-6&-15
FC(F)(F)c1cccc(NN=Cc2nc3ccccc3s2)c1,.,-6
CCC(=O)Nc1sc2c(c1C(=O)Nc1ccccc1Cl)CCC2,-10,-6
O=C(c1cccnc1)N1N=C(c2cccs2)CC1c1ccc(F)cc1 (stereo not drawn),12,-11
CCN(CC)c1ccc(Nc2nc(-c3ccc(Cl)c(Cl)c3)cs2)cc1,97*,0
N#CC1=C(N)Oc2cc(N)ccc2C1c1ccccc1 (stereo not drawn),8,-9
COc1ccc(S(=O)(=O)N=C2C=CC(=O)c3ccccc32)cc1,98*,-2
COc1ccc(CCC(=O)Nc2ccc3ncnc(N4CCCCC4)c3c2)cc1,19,-5
Cc1cc(=O)[nH]c2c(C)c(Cl)ccc12,3,8
CCOc1ccc2nc(C(=O)N3CCC(C)CC3)sc2c1,0,-2
COc1ccc(OCC2c3cc(OC)c(OC)cc3CCN2C(=O)c2ccc(OC)cc2)cc1 (stereo not drawn),57*,-1
CCCCOC(=O)C1C2C=CC3(CN(CC(C)C)C(=O)C13)O2 (stereo not drawn),-19,0
O=C1CSC2=NCN(c3ccc4c(c3)OCO4)CN12,18&30,0&-1

Retrieved one by one from above:
molecule,mHTT-CaM PPI inh,Pf apPOL inh
CCC(=O)Nc1sc2c(c1C(=O)Nc1ccccc1Cl)CCC2,-10,-6
O=C(NCc1cccc(Cl)c1)c1cnn2c3c(cnc12)CCCC3,33,0

The listing continues:
molecule,mHTT-CaM PPI inh,Pf apPOL inh
COc1cc(S(=O)(=O)n2ccnc2C)c(OC)cc1Cl,-6,0
CCC(C)NC(=O)C1CCC(=O)N1Cc1ccccc1Cl (stereo not drawn),-1,-20
CCCCNC(=O)c1cnn2c(C)c(Cc3ccccc3C)c(C)nc12,44,-6
COC(=O)[C@@H]1[C@H]2SC(C)(C)[C@H](C(=O)OC)N2C(=O)N1Cc1cc2ccccc2n1S(=O)(=O)c1ccccc1,2,-4
Cc1ccc(N2CN(Cc3ccccc3)S(=O)(=O)c3cccnc32)cc1,-6,-3
COc1ccc(C=C2Oc3c(ccc(O)c3CN3CCCC3)C2=O)c(OC)c1,12,-14
Cc1ccc(S(=O)(=O)N2CCCC(C)(C(=O)NCc3ccccc3C)C2)cc1 (stereo not drawn),13,4
Cc1cc(NN=Cc2ccncc2)c([N+](=O)[O-])cc1[N+](=O)[O-],.,0
CC(C)c1nc(CN2CCN(c3ccc(F)cc3)CC2)cc(=O)[nH]1,-1,-4
CN(C)CC(O)COCC12CC3CC(CC(C3)C1)C2 (stereo not drawn),3,-8
Cn1nnnc1SC/C=C/c1ccc([N+](=O)[O-])cc1,7,-6
COc1ccc(C2CC(c3cccc(Cl)c3)n3nc(N)nc3N2)cc1 (stereo not drawn),6,3
C=CCNC(=O)C(=O)NCc1ccccc1OC,-3,-35
CCCC(=O)C1=C(SCC)CC(C)(C)CC1=O,-7,-12
COc1cc(CNC(=O)C2CCCN(c3nccc(C)n3)C2)cc(OC)c1OC (stereo not drawn),0,-4
Cc1noc(C)c1S(=O)(=O)N1CCC(CC(=O)NCc2ccc(Cl)cc2)CC1,-4,-1
CCN(CC)Cc1c(O)ccc2c(=O)c(-c3ccc(OC)c(OC)c3)c(C)oc12,7,-6
COc1ccc(NC(=O)c2ccccc2[N+](=O)[O-])cc1Cl,9,-5
Cc1ccc(-n2c(SCC(=O)NCc3ccco3)nc3c(sc4ccccc43)c2=O)cc1,4,-5
COc1ccc(C2CC(C(F)(F)F)n3nc(C(=O)NCc4ccccc4)cc3N2)cc1 (stereo not drawn),31,-2
N#Cc1cnc2ccc(Cl)cc2c1N1CCCC1,-5,-3
COc1ccc(CNC(=O)CS(=O)(=O)c2cccs2)cc1,-3,-2
O=C(NCCCN1CCN(c2cccc(Cl)c2)CC1)C1CCN(c2ccncc2)CC1,95*,7
Cc1ccc(NC(=O)Nc2ccc3c(c2)N(S(C)(=O)=O)CC3)cc1C,21,0
COc1ccc(-c2coc3cc4oc(=O)cc(-c5ccc(OC)cc5)c4cc23)cc1,-12,-6
O=C1NC(=Nc2ccccn2)SC1Cc1cccc(C(F)(F)F)c1 (stereo not drawn),3,-6
Cc1cc(C(=O)NC(C)(C)C)nc2cc(-c3ccccc3)nn12,-17,-2
O=C(NCCc1cccs1)C1CCN(c2cc(N3CCCCC3)ncn2)CC1,6,-4
COc1cccc(NC(=O)CCCc2ccccc2)c1,-13,1
CCOc1ccc(C(=O)N2CCCC3(C2)NC(=O)N(Cc2cc(C)ccc2C)C3=O)cc1 (stereo not drawn),13,-2

Profiles as entered above:
Cc1ccc(N2CN(Cc3ccccc3)S(=O)(=O)c3cccnc32)cc1 across the screens: mHTT-CaM PPI inh: -6; Pf apPOL inh: -3
Cc1ccc(NC(=O)Nc2ccc3c(c2)N(S(C)(=O)=O)CC3)cc1C across the screens: mHTT-CaM PPI inh: 21; Pf apPOL inh: 0

Next section.
molecule,mHTT-CaM PPI inh,Pf apPOL inh
Cc1ccc([C@H]2C[C@@H](O)[C@H](n3cc(C4CC4)nn3)CN2Cc2cccs2)cc1,-4,-1
O=S1(=O)c2ccccc2NC(c2cccc(Cl)c2Cl)N1Cc1ccccc1 (stereo not drawn),-8,-12
COc1cc2c(cc1C)/C(=N/OC(=O)c1cc(OC)c(OC)c(OC)c1)CCC2,i,0
CCNC(=O)N1CCCC(c2cccc(C(=O)NCc3cc(F)cc(F)c3)c2)C1 (stereo not drawn),-9,-2
c1ccc2c(Nc3ccc4c(c3)OCCO4)c3c(nc2c1)CCC3,13,7
CCC(C)NC(=O)C1CCN(c2ccc(C)c(C)c2)C1=O (stereo not drawn),-2,-2
ONC(=Nc1ccccc1Cl)c1ccccc1Cl,.,-2&-11
N#Cc1c(-c2ccccc2)cc(C2CC2)nc1SCC(=O)O,-2,2
COCCCNC(=O)c1cnn2c(C)c(Cc3ccccc3Br)c(C)nc12,22,-10
Cc1c(Cl)cccc1NC(=O)c1ccc(OC(C)C)cc1,-2,-14
COc1ccc(C2C(C#N)=C(N)Oc3n[nH]c(-c4cccs4)c32)cc1OC (stereo not drawn),27,-4
C=CCN1C(=O)CNC12CCN(C(=O)c1ccc(OC)cc1)CC2,3,1
CN(C)CCNC(=O)c1ccccc1CN1C(=O)C2CCCN2C(=O)c2ccccc21 (stereo not drawn),-9,-3
CSc1ccc(/C=c2\sc3nc(-c4ccc(C)cc4)nn3c2=O)cc1,2,-1
COc1ccc(S(=O)(=O)N2CC=C(c3cn(C(C)C)c4ncccc34)CC2)cc1,6,-1
O=C(NCc1cccnc1)c1cc2c(s1)CCN(C(=O)c1ccc(F)cc1)C2,7,-2
COc1ccc(-c2cc3ccc(OC)cc3oc2=O)c(OC)c1,-40,-1
CCc1nnc(SCC(=O)NC2CCCCC2)nc1CC,3,0
c1ccc(OCCCn2c(C3CCCO3)nc3ccccc32)cc1 (stereo not drawn),-5,-3
CCNc1ncnc2sc3c(c12)CCCC3,-6,-10
NS(=O)(=O)c1cccc(NC(=O)c2ccc3c(c2)OCCO3)c1,3,-1
CCOC(=O)C(Oc1ccc2c(=O)c(-c3ccccc3OC)coc2c1)c1ccccc1 (stereo not drawn),58*!,-5&-4
c1csc(CN2CCSCC2)c1,0,-12
O=C(Nc1ccc2oc(-c3cccc(F)c3)nc2c1)c1cc([N+](=O)[O-])ccc1Cl,2,3
O=C(NC1CCN(C(=O)C2CC2)C1)c1ccc(F)cc1 (stereo not drawn),2,0
COc1ccc(CN2CCC(C(=O)N(CCO)Cc3ccccc3)CC2)c(OC)c1,-4,-5
O=C(c1cccc(C(F)(F)F)c1)N1CCCC1c1cccc(F)c1 (stereo not drawn),-6,-6
O=C(c1cc(-c2ccco2)on1)N1CCC2(CC1)OCCS2,-13,3
CC(=O)C1=CN(c2ccccc2)C=C(C(C)=O)C1c1ccccc1,.,-9
CC(C)c1cc(C2CCCN2C(=O)c2cc(-c3ccc(Cl)cc3)on2)on1 (stereo not drawn),-5,-1
CC(C)(C)n1nc2c(c1NC(=O)c1ccc(Cl)cc1Cl)CSC2,18,3

Bioassay records (PubChem BioAssay)
